Screens deposited in PubChem BioAssay by several laboratories.
M5 antag – antagonists of human muscarinic M5 receptor (CHRM5) | CHO-hM5 cells, Fluo-8 calcium fluorescence, ACh EC80 | inhibition, % at 3 µM | 0.59% of 360,000 active | AID 624040;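 active = inhibition above a per-plate cutoff, the mean of that plate's test compounds plus 3 SD, cut at about 27% in these data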;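 note: 0% = acetylcholine EC80 with DMSO and 100% = DMSO without agonist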
Target sequence (P08912 whole entry, looked up): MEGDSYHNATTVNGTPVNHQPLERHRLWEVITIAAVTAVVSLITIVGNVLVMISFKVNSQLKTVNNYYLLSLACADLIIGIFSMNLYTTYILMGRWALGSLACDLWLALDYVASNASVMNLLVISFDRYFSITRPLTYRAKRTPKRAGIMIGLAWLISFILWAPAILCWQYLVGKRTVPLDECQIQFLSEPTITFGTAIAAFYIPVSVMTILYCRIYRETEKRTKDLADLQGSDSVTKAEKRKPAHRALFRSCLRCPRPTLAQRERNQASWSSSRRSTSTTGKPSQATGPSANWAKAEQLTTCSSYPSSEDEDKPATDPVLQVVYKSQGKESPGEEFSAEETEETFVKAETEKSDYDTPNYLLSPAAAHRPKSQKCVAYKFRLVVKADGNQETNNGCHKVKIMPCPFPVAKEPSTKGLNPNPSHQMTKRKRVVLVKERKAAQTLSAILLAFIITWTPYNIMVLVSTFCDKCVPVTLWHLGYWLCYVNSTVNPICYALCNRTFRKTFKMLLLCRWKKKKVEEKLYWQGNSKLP
TAAR1 antagonist – antagonists of human TAAR1 | inhibition, % at 3 µM | 1.5% of 360,000 active | CHO RD-HGA16 TAAR1, Fluo-8 calcium fluorescence, antagonist | AID 624466 | Q96RJ0;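 active = inhibition above a per-plate cutoff, the mean inhibition of test compounds on that plate plus 3 SD, cut at about 49% in these data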;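 note: 0% = DMSO plus EC80 beta-PEA response and 100% = DMSO alone without agonist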
Target sequence (Q96RJ0 whole entry, looked up): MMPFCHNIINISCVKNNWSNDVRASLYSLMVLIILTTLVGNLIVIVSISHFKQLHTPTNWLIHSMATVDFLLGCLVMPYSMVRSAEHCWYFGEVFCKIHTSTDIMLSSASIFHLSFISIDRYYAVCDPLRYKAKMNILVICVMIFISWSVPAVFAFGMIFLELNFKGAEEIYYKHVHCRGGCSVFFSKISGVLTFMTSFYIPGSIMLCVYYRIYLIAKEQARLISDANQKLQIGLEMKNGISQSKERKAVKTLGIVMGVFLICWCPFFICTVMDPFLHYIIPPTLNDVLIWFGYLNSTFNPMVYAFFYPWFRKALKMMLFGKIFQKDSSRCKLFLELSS
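Test system: CHO RD-HGA16 cells bearing hTAAR1 | Reagent: β-PEA, EC80 | Compound dosing: 3 µM, single point | Schedule: Dye loading 75 min at 37 °C, then 30 min room temperature | Signal: Calcium fluorescence with Fluo-8 | Evaluation: Percent inhibition of PEA-evoked calcium signal, max/basal emission ratio | Control set: DMSO-only wells and EC80 β-PEA-stimulated wells | Repeats: Singlicate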
CRFBP-R2 agonist – agonists of human CRF-binding protein/CRF-R2 receptor complex; HEK293 CRF-R2/CRF-BP, calcium dye fluorescence (FLIPR); percent of saturating CRF peptide response; activation, % at 13.2 µM; 0.46% of 350,000 active; AID 588473;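 active = activation of at least 50%, plus an integration ratio under a set limit after plate pattern correction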;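 note: plate controls were neutral control wells without compound for no effect and CRF at EC100 for full effect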
CHRM5 agonist – CHRM5 agonism in calcium assay | P08912 | activation, % at 3 µM | 0.19% of 360,000 active | CHO-K1 hM5 cells, Fluo-8 calcium fluorescence; 0% DMSO wells, 100% maximal acetylcholine response | AID 624037;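 active = activation above the run's mean over test compounds plus 3 SD, cut at about 23% in these data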;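 note: signal is peak over basal fluorescence ratio across the kinetic read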
M5 PAM – CHRM5 positive allosteric modulation. P08912. activation, % at 3 µM. CHO-K1 hM5, Fluo-8 calcium, ACh EC20 PAM; 0% = ACh EC20, 100% = ACh EC100. 0.3% of 360,000 active;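 active = activation above the run cutoff, the mean activation of all test compounds plus 3 SD, cut at about 18% in these data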
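Assay system: CHO-K1 hM5 cells. Also added: acetylcholine at EC20 concentration, added after compound. Dosing: 3 µM, single dose. Times: compound preincubation 140 s before EC20 acetylcholine addition. Signal: Fluo-8 calcium fluorescence. Measure: % activation relative to EC20 and EC100 ACh responses. Repeats: singlicate, one well per test compound.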
CHRM4 PAM – CHRM4 positive allosteric modulation; CHO-K1 hM4/Gqi5, Fluo-8 calcium fluorescence, ACh EC20; 0% = ACh EC20, 100% = maximal ACh; P08173; activation, % at 3 µM; 0.4% of 360,000 active;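 active = activation above its plate's cutoff, the mean activation of sample wells plus 3 SD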; note: some results filed as inactive read as strong as hits
CHO-K1 Ca PAM – M1 PAM counterscreen hit in parental CHO-K1 cells; activation, % at 3 µM; 0.02% of 360,000 active; ATP EC20, Fluo-8 calcium fluorescence; 0% at ATP EC20, 100% at ATP max;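 active = activation above the run cutoff, the mean activation of all test compounds plus 3 SD, cut at about 40% in these data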;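 note: peak over basal fluorescence ratio in a 140 s read after ATP addition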
TAAR1 agonist – human TAAR1 agonism; Q96RJ0; AID 624467; 0.99% of 360,000 active; CHO RD-HGA16 TAAR1, Fluo-8 calcium fluorescence; vehicle wells 0%, saturating PEA agonist 100%; activation, % at 3 µM;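 active = activation above the mean activation of all test compounds in the run plus 3 SD, cut at about 38% in these data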
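Test system: RD-HGA16 (CHO) cells co-expressing Gα16 and hTAAR1; dosing: one-point dosing at 3 µM (nominal); timing: 17-24 h seeding, 75 min 37 °C dye, 30 min RT; signal: kinetic Fluo-8 calcium fluorescence; read-out basis: % activation relative to PEA EC100 response; controls: DMSO and PEA EC100; replicates: n 1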
CRFBP-R2 block – antagonists of CRF-binding protein/CRF-R2 receptor complex | HEK293 CRF-R2/CRF-BP, CRF-induced calcium fluorescence | 0.59% of 350,000 active | inhibition, % at 11.8 µM;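 active = inhibition of the ligand-induced calcium signal above about 50% at the single tested concentration, limit read from the data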
* = called active by the depositor; · = not tested or not shown.

SMILES	M5 antag	TAAR1 antagonist	CRFBP-R2 agonist	CHRM5 agonist	M5 PAM	CHRM4 PAM	CHO-K1 Ca PAM	TAAR1 agonist	CRFBP-R2 block
Cc1ccc2c(c1)C(c1ccccc1)N(C(=O)C(C)C)CC(=O)N2 (centres undefined)	4	-25	-2.0	-1	-1	6	30	2	7
CC(=O)NC(Cc1cccc(F)c1)C(=O)NC1CCN(C(=O)c2ccc(C)cc2)CC1 (centres undefined)	1	6	-0.4	-1	1	-6	-4	7	7
NS(=O)(=O)c1ccc(CCNC(=O)Nc2ccc(Cl)cc2)cc1	3	24	0.2	-5	-8	-5	-18	16	4
CN(C)c1ccc(C(=N)Cc2ccc3ccccc3n2)cc1	6	-11	2.6	0	-1	-4	19	0	1
COCCNC(=O)C(c1ccco1)N(C(=O)Cn1nnc2ccccc21)c1cc(C)ccc1C (centres undefined)	-3	-4	-0.4	-1	15	3	10	16	4
Cc1c(/C=N/NC(=O)c2cccs2)c2ccccc2n1Cc1ccccc1Cl	-10	15	0.7	-4	5	7	11	2	-8
CCN(CC)CCOc1c(C)cccc1Cl	-1	5	0.3	0	-3	-5	-6	5	-8
O=c1c2ccccc2oc2cc(-c3ccc4[nH]ccc4c3)ccc12	17	21	0.8	-3	-3	0	-13	14	-5
Cc1cccc2cc(CN(CC3CCCO3)C(=O)NC3CCCCC3)c(=O)[nH]c12 (centres undefined)	2	-15	-1.4	-1	-3	-4	-7	6	10
CCN(CC(=O)NCc1cccs1)C(=O)c1ccc(C)o1	7	-5	-0.6	-1	10	2	11	5	5
c1ccc(-n2ncc3c2ncn2cnnc32)cc1	0	11	-2.3	-1	1	5	12	9	10
O=C(NCCc1ccccc1)C(=O)NC1CCCCC1	8	-9	7.0	2	-7	4	-5	7	-5
CCN(Cc1ccccc1)C(=O)CCc1nnc(CCCc2ccccc2)o1	0	12	-3.4	-3	-3	-4	-1	12	8
CC(=O)NC(NC(=S)Nc1ccccc1Br)C(Cl)(Cl)Cl (centres undefined)	-6	-3	-0.5	0	-1	0	14	6	-15
COc1cccc(C2CC(=O)Nc3cc(OC)c(OC)cc32)c1 (centres undefined)	0	8	-0.8	2	1	5	0	0	-6
Cn1c(=O)c2c(n(C)c1=O)=NC1(CCCCC1)N=2	-3	9	-0.5	-4	-6	0	11	5	5
O=C(CCn1c(=S)oc2ccccc21)Nc1ccc(F)cc1	-2	-4	-2.0	-2	-2	2	8	-1	8
Cc1ccc(C)c(OCC(=O)Nc2cccc(S(=O)(=O)NC3=NCCCCC3)c2)c1	9	-7	0.9	6	-7	-12	6	3	-2
CCC(CO)Oc1cc(NCc2cccc(OC)c2)c2ncn(C(C)C)c2c1 (centres undefined)	-2	106*	-3.1	-5	-2	7	16	14	-1
Cc1ccc(C)c(N2CCN(C(=O)C34CC5CC(C3)CC(n3nnc(C)n3)(C5)C4)CC2)c1	21	59*	-0.8	-4	-29	-38	-7	7	33
COC(=O)C1CN(C(=O)C(C)Oc2ccccc2Cl)c2ccccc2O1 (centres undefined)	4	2	-1.5	-8	-7	-5	13	-3	15
OCC1CCCCN1CCNCc1cn[nH]c1-c1cccc2ccccc12 (centres undefined)	2	-20	0.8	-1	4	-14	14	1	-1
O=C(Nc1ncc(Cc2cccc(Cl)c2)s1)C1=NCCN1	3	-10	1.6	1	-3	-13	0	12	-8
Fc1cccc(Cc2c(C3CCCCC3)nc3ccc(Br)cn23)c1	2	-5	·	-4	-7	-10	10	-2	·
COc1cc(O)cc(/C=C/c2ccccc2)c1	0	6	-1.5	-4	4	5	-23	-1	7
(further entries)
SMILES	M5 antag	TAAR1 antagonist	CRFBP-R2 agonist	CHRM5 agonist	M5 PAM	CHRM4 PAM	CHO-K1 Ca PAM	TAAR1 agonist	CRFBP-R2 block
COc1ccc(F)cc1-c1cc(C(=O)Nc2cccnc2)[nH]n1	6	-7	·	0	-4	-2	-4	2	·
COCc1ccc(CN2CCCC(CO)(Cc3cccc(OC)c3)C2)o1 (centres undefined)	1	-6	0.3	-5	-7	-1	9	3	6
O=C(c1ccc(O)cc1)c1ccc(O)cc1O	14	-5	-1.2	0	-3	-7	4	7	-9
CCN(CC(=O)NCc1cccs1)C(=O)COc1ccc(C(N)=O)cc1	9	-3	0.6	0	-9	-2	-11	0	-7
CCn1nc(NC(=O)CC(C)C)c2cc3ccc(C)cc3nc21	3	-2	-1.4	-3	-3	7	4	-1	3
CCCC(=O)Nc1nnc(-c2ccco2)s1	3	-12	-4.0	1	4	10	9	2	24
CN(C)c1ccc(NC(=O)Nc2ccc3c(c2)c(=O)n(C)n3-c2ccccc2)cc1	-2	27	·	-1	-2	-6	3	1	·
C=CCNC(=O)c1ccc(-c2nc3ccccc3nc2-c2ccccc2)cc1	10	8	1.1	2	-6	-21	4	2	-11
O=C(CN1C(=O)NC2(CCCC2)C1=O)N1CCN(S(=O)(=O)c2cccc(C(F)(F)F)c2)CC1	-4	-29	0.2	1	4	10	-14	3	-11
O=C(N/N=C/c1ccccn1)c1ccc(S(=O)(=O)N2CCCCCC2)cc1	13	2	0.3	-2	-5	-5	13	6	-7
O=C(CNc1cc(S(=O)(=O)N2CCOCC2)ccc1NCC1CCCO1)Nc1cccc(F)c1 (centres undefined)	-6	-23	0.1	-5	12	7	-21	2	-9
Cn1c(=O)cc2c3c(c(N4CCCCC4)ccc31)C(=O)c1ccccc1-2	12	5	-2.9	-2	-19	-9	-9	0	-7
Cn1c(N)c(C(=O)CNC2CCCCC2)c(=O)n(C)c1=O	10	-2	-1.4	0	3	2	17	15	-3
CC(C)CCNC(=O)C1CC(c2cccc(F)c2)=NO1 (centres undefined)	16	14	-1.9	-3	-3	17	-1	2	5
CCOc1ccc(N2CC(C(=O)OCC(=O)c3ccc(OC)cc3)CC2=O)cc1 (centres undefined)	20	2	-0.8	-2	-2	-4	-13	1	4
O=C(OCc1ccccc1)N1CCC2CC1c1ccc(-c3ccc4c(c3)OCO4)cc12 (centres undefined)	-5	-36	1.8	1	4	-2	4	2	-3
Cc1ccc(-c2cc(C(=O)N3CCc4ccccc4C3)[nH]n2)cc1C	6	-18	0.6	-4	1	-3	-8	-1	-6
CCc1nc(Nc2ccccc2OC)c2oc3ccccc3c2n1	-5	-9	-6.2	-4	1	-3	1	0	24
CC1CC(C)CN(S(=O)(=O)c2cc3c4c(c2)CCC(=O)N4CCC3)C1 (centres undefined)	5	-6	-0.2	4	3	-2	-10	6	-10
Clc1ccc2nc(CN3CCCc4ccccc43)cn2c1	-3	6	-0.6	-5	1	-19	18	7	15
C=CCNc1nc2ccccc2nc1NS(=O)(=O)c1cccs1	-3	-20	3.1	0	-1	13	-7	2	21
COc1cccc(-n2c(CNc3ccc(F)cc3)nnc2SCC(N)=O)c1	-1	-10	-0.2	-1	2	9	-5	2	11
Cc1cccc(N(CC(=O)N/N=C/c2ccccc2C(=O)O)S(C)(=O)=O)c1C	2	-12	1.5	3	0	0	-1	-1	-5
O=c1[nH]c(O)c(/C=C2\C=Nc3ccccc32)[nH]1	13	-10	-1.5	3	-13	-8	-3	25	-3
Cn1cccc1Cc1nnc(SCC(=O)NCCc2ccccc2)n1-c1ccc(F)cc1	1	-18	0.7	0	-2	-1	10	3	13

Reformatted: 2 of the compounds above
CN(C)c1ccc(NC(=O)Nc2ccc3c(c2)c(=O)n(C)n3-c2ccccc2)cc1
  M5 antag = -2; TAAR1 antagonist = 27; CRFBP-R2 agonist = ·; CHRM5 agonist = -1; M5 PAM = -2; CHRM4 PAM = -6; CHO-K1 Ca PAM = 3; TAAR1 agonist = 1; CRFBP-R2 block = ·
CCN(CC(=O)NCc1cccs1)C(=O)COc1ccc(C(N)=O)cc1
  M5 antag = 9; TAAR1 antagonist = -3; CRFBP-R2 agonist = 0.6; CHRM5 agonist = 0; M5 PAM = -9; CHRM4 PAM = -2; CHO-K1 Ca PAM = -11; TAAR1 agonist = 0; CRFBP-R2 block = -7

The list continues:
SMILES	M5 antag	TAAR1 antagonist	CRFBP-R2 agonist	CHRM5 agonist	M5 PAM	CHRM4 PAM	CHO-K1 Ca PAM	TAAR1 agonist	CRFBP-R2 block
O=C(CSCc1ccccc1Cl)Nc1c[nH]c(=O)[nH]c1=O	-4	3	-0.9	-1	-1	0	12	0	3
Cc1cc(C(=O)COc2ccc(Cl)cc2Br)c(C)n1C	0	-18	1.1	0	8	16	-10	3	-7
CCOC(=O)C1(Cc2ccccc2Cl)CCN(C(=O)CCn2ccnc2C)CC1	3	15	-1.2	-3	3	-7	25	-1	-5
CN1C(C(=O)NCC2CC2)CC2Cn3c(nc4cc5ccccc5cc43)C21 (centres undefined)	9	12	0.8	3	0	-1	-4	1	3
Cc1cccc(S(=O)(=O)NNC(=O)c2cc(-c3ccc(F)cc3)nc3ccccc23)c1	7	-25	-1.1	0	-11	-11	-3	4	13
CCN1C(=O)[C@H]2[C@@H](c3ccc(C)cc3)N3C(=O)N(c4cccc(Cl)c4)C(=O)[C@@]3(C)[C@H]2C1=O	4	8	-1.1	-2	13	4	14	4	-2
O=C(CN1CCN(C2CCCCC2)CC1)c1c[nH]c2ccccc12	-7	3	0.9	-2	-3	-2	0	12	2
CCOc1ccc(C(=O)Nc2ccc(N3CCN(C(C)=O)CC3)cc2)cc1[N+](=O)[O-]	4	-1	0.1	1	-3	-3	11	5	1
CC1=C/C(=N\OC(=O)/C=C/c2ccccc2)C(C)=CC1=O	7	-8	0.3	2	0	7	-4	0	-8
CCCCCCNc1cc(C)oc(=O)c1C(C)=O	-10	-18	-14	-5	0	2	11	10	4
Cc1cccc(NC(=S)N(c2ccccc2)C(C)C)c1C	2	-9	-1.9	-2	0	-2	20	10	6
CS(=O)(=O)c1ccc2nc(NC(=O)C3CCCCC3)sc2c1	-1	-17	-0.7	1	-9	1	-4	9	-32
COC(=O)c1cccc(Nc2nc(-c3cccnc3)nc3ccccc23)c1	12	67*	-0.4	0	-12	-22	11	17	7
CCC(C)Sc1nc2c(cnn2-c2ccc(C)c(C)c2)c(=O)[nH]1 (centres undefined)	3	-7	-0.9	1	-2	3	17	1	4
CC(C)(C)OC(=O)N1Cc2ccccc2C[C@H]1C(=O)NC1CCCC1	17	-11	-0.2	-2	-5	1	-1	3	8
CS(=O)(=O)c1ccc(N2CCN(C3CC(=O)NC3=O)CC2)cc1 (centres undefined)	5	4	1.1	-3	-10	11	4	7	-2
CN(C)CCOCCOc1ccc(Cl)cc1C(C)(C)C	4	8	0.9	-14	-12	-12	9	10	-7
Cc1cc(C)n(C(C)CNC(=O)c2ccc3c(c2)OCO3)n1 (centres undefined)	8	-29	-1.9	0	-1	0	9	-1	5
COC(=O)c1cnn(-c2ccccc2)c1N	2	-7	2.1	0	5	-1	19	8	-5

Not a hit list; overall some 4.2% were active at least once.
